Compound activity: PubChem, several laboratories
MsrA act: activators of bovine methionine sulfoxide reductase A. purified bovine MsrA, absorbance read-out. activation, % at 10.6 µM. 360,000 tested, 0.3% active. AID 602163; in the data active means activation above about 7.5%;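 further: 0% = vehicle and 100% = reference activator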
MsrA inhibitor: inhibitors of bovine MsrA; purified bovine MsrA, absorbance read-out; inhibition, % at 15.5 µM; 360,000 tested, 0.75% active; AID 651718; in the data active means inhibition above about 4.5%;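 further: 0% = vehicle wells with enzyme and 100% = reference inhibitor wells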
CendR NRP1 mod: alters CendR peptide binding to human NRP-1. O14786. FAM-RPARPAR peptide binding to NRP-1, fluorescence polarization. inhibition, % at 25 µM. 360,000 tested, 0.85% active. AID 602438;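 active means inhibition or corrected inhibition above about 18%, plus a signal ratio from 0.5 to 1.5, limit read from the data, passing the limit was not always enough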; further: strong numbers were not always called active
Scp1 inh: Scp-1 (human) phosphatase inhibition; Q9GZU7; Recombinant Scp1, phosphopeptide, malachite green phosphate absorbance; inhibition, % at 20 µM; 340,000 tested, 0.88% active;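 active means inhibition above about 50% at 20 µM, limit read from the data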;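 further: plate controls were DMSO wells with enzyme for no effect and wells lacking enzyme for full effect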
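Incubation: 45 min enzyme reaction at room temperature / System: truncated SCP-1 phosphatase (76-261aa) / Reagent: Phospho 17-mer peptide substrate / Buffer or medium: Acidic Tris acetate buffer with magnesium and detergent / Signal: absorbance at 630 nm / Doses: one concentration, 20 µM, with 1.0% DMSO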
E coli Lon inh: E. coli protease La inhibition; P0A9M0; purified E. coli Lon protease, fluorescence polarization; inhibition, % at 7.94 µM; 360,000 tested, 0.42% active; AID 602123; in the data active means inhibition above about 13%, passing the limit was not always enough;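 further: 0% = enzyme with probe and DMSO and 100% = no enzyme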
Target sequence (P0A9M0 whole entry, looked up): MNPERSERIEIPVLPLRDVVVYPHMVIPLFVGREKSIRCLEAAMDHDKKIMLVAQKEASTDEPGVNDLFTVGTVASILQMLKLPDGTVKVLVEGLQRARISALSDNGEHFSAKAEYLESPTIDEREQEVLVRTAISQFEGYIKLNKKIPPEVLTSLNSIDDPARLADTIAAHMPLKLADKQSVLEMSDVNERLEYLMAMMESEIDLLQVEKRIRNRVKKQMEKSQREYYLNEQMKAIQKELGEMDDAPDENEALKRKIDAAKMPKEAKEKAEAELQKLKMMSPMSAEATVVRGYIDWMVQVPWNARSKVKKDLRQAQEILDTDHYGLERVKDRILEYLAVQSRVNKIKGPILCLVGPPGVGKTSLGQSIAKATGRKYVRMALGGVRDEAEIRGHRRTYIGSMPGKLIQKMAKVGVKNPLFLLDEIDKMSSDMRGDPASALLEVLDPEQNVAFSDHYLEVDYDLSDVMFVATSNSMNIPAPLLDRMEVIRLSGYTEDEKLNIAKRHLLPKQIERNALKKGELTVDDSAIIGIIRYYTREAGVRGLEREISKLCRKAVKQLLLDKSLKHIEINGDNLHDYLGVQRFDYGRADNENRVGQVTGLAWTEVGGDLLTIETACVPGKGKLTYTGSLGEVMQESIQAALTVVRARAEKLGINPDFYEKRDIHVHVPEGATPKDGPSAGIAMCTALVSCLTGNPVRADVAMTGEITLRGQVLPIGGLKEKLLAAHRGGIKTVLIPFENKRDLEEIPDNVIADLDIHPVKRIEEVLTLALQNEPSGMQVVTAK
STEP block: STEP (human) phosphatase inhibition; P54829; recombinant STEP, OMFP fluorogenic substrate, fluorescence; inhibition, % at 20 µM; 360,000 tested, 0.25% active;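 active means inhibition at 20 µM, scaled per plate between control wells, above about 37%, limit read from the data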;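 further: 0% = DMSO with enzyme and substrate and 100% = substrate only without enzyme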
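Test system: STEP tyrosine phosphatase / Reagent: OMFP at 25 µM / Doses: 20 µM, 1% DMSO / Read-out: percent inhibition scaled to no-enzyme and uninhibited-enzyme controls, plate-pattern corrected / Detection: FITC-channel fluorescence of OMFP product / Medium: Bis-Tris buffer pH 6.0, 2.5 mM DTT, 0.005% Tween 20 / Schedule: 20 min at room temperature, dark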
TbMetRS inhib: blocks T. brucei methionyl-tRNA synthetase activity | 360,000 tested, 0.4% active | purified T. brucei MetRS, ATP depletion, Kinase-Glo luminescence | inhibition, % at 11.9 µM;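 active means inhibition above a per-plate cutoff of the control wells' mean inhibition plus 3 SD, cut at about 5.5% in these data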;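 further: 0% = DMSO wells median and 100% = median of wells with control inhibitor compound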
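System: purified T. brucei MetRS enzyme / Detection: Kinase-Glo luciferase luminescence reporting remaining unconsumed ATP / Medium: HEPES buffer with MgCl2, KCl, DTT, spermine, BSA, pyrophosphatase / Replication: singlicate, one well per compound / Evaluation: percent inhibition relative to median high and low control wells / Schedule: 2 h aminoacylation at 25 °C after 15 min preincubation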
DNMT1 inh: blocks human DNA methyltransferase DNMT1 | P26358 | DNMT1 molecular beacon, Hinp1I cleavage, fluorescence | inhibition (reported as % activation of signal), % at 10 µM | 360,000 tested, 0.83% active; in the data active means inhibition above about 50%
LMPTP block: LMPTP (human) inhibition; P24666; recombinant LMPTP-A, OMFP fluorogenic substrate, fluorescence intensity; inhibition, % at 20 µM; 360,000 tested, 0.22% active;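 active means compounds that cut the enzyme signal by at least half of the control window in the single-dose screen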;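 further: plate controls were DMSO wells with enzyme plus substrate for no effect and substrate without enzyme for full effect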
Target sequence (P24666 whole entry, looked up): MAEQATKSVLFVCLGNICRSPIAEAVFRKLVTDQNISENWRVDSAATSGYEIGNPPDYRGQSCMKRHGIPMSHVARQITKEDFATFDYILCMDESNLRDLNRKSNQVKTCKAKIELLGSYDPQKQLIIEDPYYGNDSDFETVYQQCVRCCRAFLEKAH
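Assay system: LMPTP-A phosphatase enzyme | Input: 0.625 nM enzyme | Also added: Fluorogenic phosphatase substrate OMFP at 400 µM final | Compound dosing: One test concentration per compound, 20 µM, with 3% DMSO overall | Schedule: 50 min enzyme reaction at room temperature, protected from light | Signal: Fluorescence intensity | Benchmarks: no-enzyme and uninhibited controls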
SUMO1-SIM PPI: SUMO1-SIM interaction modulation. P63165. SUMO1 binding to a labelled peptide, TR-FRET, 1 h. inhibition, % at 20 µM. 360,000 tested, 0.33% active. AID 602429; in the data active means inhibition above about 37%
Target sequence (P63165 whole entry, looked up): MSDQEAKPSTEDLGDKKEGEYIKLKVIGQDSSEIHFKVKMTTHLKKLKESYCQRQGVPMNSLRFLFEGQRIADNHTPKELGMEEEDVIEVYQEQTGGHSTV
Active calls of the source: *; / = not tested or not shown. Compounds as they come; any-hit rate near 4.3%.

SMILES	MsrA act	MsrA inhibitor	CendR NRP1 mod	Scp1 inh	E coli Lon inh	STEP block	TbMetRS inhib	DNMT1 inh	LMPTP block	SUMO1-SIM PPI
COc1ccc(CN(CC2CCC(C(=O)O)CC2)C(=S)Nc2ccccc2C)cc1 (centres undefined)	-9	0.2	2	1	-4	1	-1.3	5	0.8	1
COc1cc(Cl)ccc1OCc1cc(C(=O)N2CCN(C)CC2)no1	-1	0.7	11	-5	-8	-1	-0.4	-2	-1.6	-4
Cc1cc(NC(=O)Nc2c[nH]c(=O)[nH]c2=O)ccc1Br	0	-0.6	-10	-16	9	2	-0.5	1	0.5	2
Cc1cc(C)c2c(N)c(C(=O)N/N=C/c3cccnc3)sc2n1	2	0.3	-4	-7	-6	-1	1.9	-3	1.8	-16
Cc1oc(-c2cccs2)nc1CN1CCC(C(=O)N2CCCC2)CC1	-4	0.9	8	-7	-4	2	-0.3	5	-1.3	3
O=C(Nc1ccc(O)cc1)c1ccc(NC(=O)c2ccco2)cc1	-1	0.6	6	2	-6	1	-0.4	0	0.6	1
Fc1cccc(-c2ncc(-c3ccccc3)o2)c1	-2	0.4	10	-8	0	0	-0.2	-2	2.4	-7
COc1ccc(/C=N/Nc2nc(C)nc(N)n2)cc1	-4	4.7*	9	-12	0	2	0.8	-1	22	-7
Cn1ccnc1COc1ccc(/C=N/O)cc1	-3	-0.1	0	-8	-1	1	-0.6	-1	-0.3	3
COc1ccc(S(=O)(=O)N2CCCC2)cc1NC(=O)c1ccccc1	-3	-1.0	7	-7	-3	-1	-0.4	2	-1.0	3
Cc1cc(C(=O)COC(=O)c2cccnc2Cl)c(C)n1C	-2	0.1	1	-4	-7	2	0.2	0	-0.3	1
COc1cccc(CC(=O)N2CCCC(CCC(=O)N3CCN(c4ccccn4)CC3)C2)c1 (centres undefined)	-5	-0.3	3	-1	-3	-3	-0.2	0	0.3	-2
COc1cc(/C=C2\SC(=O)N(c3ccccc3Cl)C2=O)cc([N+](=O)[O-])c1O	-7	2.0	6	-3	3	6	-1.0	0	4.7	-7
CC(=O)c1ccc(C)cc1OC(=O)c1cccc(F)c1	-3	-1.4	7	-11	-8	0	-0.7	0	1.3	7
CCCCc1ccc(NC(=O)C(C)CC)cc1 (centres undefined)	-2	-0.2	-7	-6	4	1	-0.7	0	-0.8	1
CCOc1ccc(S(=O)(=O)Nc2ccc(O)c(Sc3ncn[nH]3)c2)cc1	-3	0.2	4	-3	11	1	0.4	5	0.2	1
CCCCOc1ccc(C(=O)N2CCC(C)CC2)cc1	0	0.2	5	3	5	-3	-0.5	-1	-1.4	-5
CN(CC(=O)N1CCCCCC1)S(=O)(=O)c1ccc(Br)cc1	-1	-0.8	13	-4	-6	0	-1.0	0	-1.7	11
CC1(C)CC(=O)C(=Cc2cn(CCC#N)nc2-c2ccc(F)cc2)C(=O)C1	-11	-0.3	5	-2	1	0	-1.3	0	-0.9	-1
O=C(CCNS(=O)(=O)c1ccccc1)N1CCCC1	-3	-0.9	9	-5	-5	-2	-0.3	-1	-0.2	-4
CC1(Cc2ccc(F)c(Cl)c2)C(=O)Nc2c(Cl)cccc21 (centres undefined)	-5	-1.1	25*	/	-1	2	-0.1	3	2.8	1
CCN1CCN(CC(O)COc2cccc(OC)c2)CC1 (centres undefined)	-3	1.2	1	-10	-6	-4	-0.6	1	-5.1	-3
Fc1ccc(-c2csc(N3CCC(c4ccccc4)C3)n2)cc1 (centres undefined)	3	0.0	13	-7	-6	2	0.0	-4	3.3	-5
NC(=S)N/N=C/c1ccc2ccccc2c1	-5	2.8	-10	3	2	-3	-0.1	-2	0.9	-7
O=C(CSc1ccc2nnc(-c3cccs3)n2n1)N1CCCC1	-8	-1.1	-3	0	-9	1	-1.0	1	-1.7	-5
CCC(=O)N1CCn2c1nc1ccccc12	-5	0.1	8	-13	-5	-3	-0.2	6	-0.9	-1
CC1(C)C(c2cccs2)=[N+]([O-])C2(CCCCC2=O)N1O (centres undefined)	-5	2.8	-4	-8	-3	-2	-0.1	1	-0.8	1
Cc1noc(C)c1COc1ccccc1C(=O)NC1CCC(C)CC1 (centres undefined)	-10	-1.1	6	4	4	2	-0.7	2	0.0	-22
FC(F)(F)c1ccc2c(c1)N1CCCC1CN2 (centres undefined)	-4	0.6	-76	-5	-14	2	-0.3	-11	-0.6	-6
CN(C)S(=O)(=O)c1cccc(NC(=O)CC23CC4CC(CC(C4)C2)C3)c1	-1	-1.6	-3	-8	-4	-3	0.6	-3	-0.8	-1
COc1cccc(CN2CCN(Cc3cccc4nonc34)CC2CCO)c1 (centres undefined)	-5	-1.4	4	-2	-7	1	-0.8	-2	1.7	-10
CCc1cccc(C)c1NC(=O)CN1C(=O)NC(Cc2ccccc2)C1=O (centres undefined)	-2	2.2	1	-4	0	-1	-0.2	1	0.0	5
COc1ccc(C(c2c(NC(C)=O)sc3c2CCCC3)N2CCN(CCO)CC2)cc1OC (centres undefined)	-9	0.1	-15	3	1	0	-0.9	-2	-2.1	1
CC(C)(C)c1cc(NC(=O)C2(C)CCN2C(=O)C2(c3ccccc3)CC2)no1 (centres undefined)	-8	-0.8	-10	/	3	0	-0.4	5	-0.9	3
O=C(O)c1ccc(S(=O)(=O)Nc2ccc3c(c2)OCCO3)cc1	-3	-0.5	-1	-16	2	-1	0.0	-1	-1.0	9
O=C(NCC(=O)N(c1ccc(Cl)cc1)C(C(=O)NC1CCCC1)c1cccnc1)c1ccco1 (centres undefined)	-2	1.3	3	-4	10	-2	-1.0	1	-0.3	5
O=S1(=O)N=C(N(CCO)/N=C/c2ccc(Br)cc2)c2ccccc21	-4	0.4	-2	-7	-7	2	0.0	-1	-0.2	13
O=C(NCc1cn2ccsc2n1)c1cccs1	-1	1.9	-7	-4	1	1	-0.1	-2	-0.8	7
COc1cc(/C=N/Nc2ccccc2)ccc1O	-1	2.0	-4	1	5	-1	0.4	-29	1.5	-5
CC(=O)NNC(=S)Nc1cccc(F)c1	0	-0.1	-1	-13	-6	-1	0.1	5	-0.3	6
COC(=O)c1[nH]c2cc(OC)ccc2c1NC(=O)CN1CCC(C(N)=O)(N2CCCCC2)CC1	-3	3.4	2	-2	-14	-1	-0.8	6	-0.5	-4
COCCNC(=S)N1CCC(Cc2ccccc2)CC1	-5	-0.1	2	0	1	6	0.3	3	-1.8	-2
O=C(Nc1nccs1)c1cccc2ccccc12	-2	1.0	-4	0	-4	-1	-0.8	-4	-4.2	-3
COc1cc(N)c(Cl)cc1Cl	-6	-1.5	-3	-4	-9	-1	-0.3	-2	-0.5	5
CCOC(=O)CN(C(=O)COc1nc(-c2ccccc2)cc(C)c1C#N)c1ccc(F)cc1	-7	-0.5	12	-19	0	2	-0.8	-1	0.7	14

Full records, looked up by structure. Values in the order: MsrA act | MsrA inhibitor | CendR NRP1 mod | Scp1 inh | E coli Lon inh | STEP block | TbMetRS inhib | DNMT1 inh | LMPTP block | SUMO1-SIM PPI
Results for CCOC(=O)CN(C(=O)COc1nc(-c2ccccc2)cc(C)c1C#N)c1ccc(F)cc1 : -7 | -0.5 | 12 | -19 | 0 | 2 | -0.8 | -1 | 0.7 | 14
Results for COC(=O)c1[nH]c2cc(OC)ccc2c1NC(=O)CN1CCC(C(N)=O)(N2CCCCC2)CC1 : -3 | 3.4 | 2 | -2 | -14 | -1 | -0.8 | 6 | -0.5 | -4
Results for COc1ccc(C(c2c(NC(C)=O)sc3c2CCCC3)N2CCN(CCO)CC2)cc1OC (centres undefined) : -9 | 0.1 | -15 | 3 | 1 | 0 | -0.9 | -2 | -2.1 | 1
Results for O=C(Nc1nccs1)c1cccc2ccccc12 : -2 | 1.0 | -4 | 0 | -4 | -1 | -0.8 | -4 | -4.2 | -3

The results go on.
SMILES	MsrA act	MsrA inhibitor	CendR NRP1 mod	Scp1 inh	E coli Lon inh	STEP block	TbMetRS inhib	DNMT1 inh	LMPTP block	SUMO1-SIM PPI
CCCOc1ccc(C(=O)NCC(c2cccs2)N(C)C)cc1OC (centres undefined)	-1	-0.9	-10	11	-8	-2	-0.9	4	-2.3	1
O=C1CCC(=O)N1c1ccccc1	-3	1.6	8	-12	-5	-2	0.2	-1	-2.2	1
COCCN(C(=O)COC(=O)Cc1ccc(Cl)cc1)c1c(N)n(Cc2ccccc2)c(=O)[nH]c1=O	-5	1.8	4	/	5	-1	-0.4	0	0.4	0
Cc1ccc(NC(=O)CC2(CC(=O)O)CCCC2)c(C)c1	-6	-1.0	-6	-6	0	-1	-1.3	1	-1.8	-2
COCCn1cnc2c1c(=O)n(CC#N)c(=O)n2Cc1ccccc1	0	-0.6	3	-1	0	-2	-0.7	3	-1.2	3
COCCn1c(=O)[nH]c2cc(C(=O)Nc3cccc(F)c3)ccc2c1=O	-5	-0.3	1	3	-8	-1	-0.4	-1	0.4	-2
CCCCN(C(=O)COC(=O)C1(c2ccccc2)CC1)c1c(N)n(CCC)c(=O)[nH]c1=O	-1	0.8	5	/	-3	-2	-0.2	0	-0.6	1
CCOc1ccc(CN2CCNC(=O)C2CC(=O)NCc2cc(C)n(C)n2)cc1 (centres undefined)	-14	0.4	-10	-5	12	0	-0.7	-4	-0.4	-3
O=C(CN1C(=O)NC2(CCCCCC2)C1=O)Nc1ccc(Br)cc1Br	-4	0.3	4	-7	-3	1	-0.2	3	-0.3	3
NC(=O)c1nnsc1-c1ccc(-c2snnc2C(N)=O)cc1	-2	-0.5	7	-4	1	0	-0.4	0	0.1	-23
NC(=O)CSc1nnc(CNc2ccc(F)cc2)n1CC1CCCO1 (centres undefined)	-8	-1.1	5	5	5	-2	-0.5	0	-1.0	4
COc1cc(N(C)C)ccc1[C@]1(O)C(=O)N(C)c2ccc(Br)cc21	/	-1.0	-1	/	/	/	0.4	/	-0.2	1
CN(C)c1ccc(NC(=O)c2sc(SCC(=O)Nc3ccc(Br)cc3)nc2N)cc1	-5	0.6	5	-3	7	-2	0.2	16	-1.2	0
Cc1cccc(NCc2cc(Cl)cc(Cl)c2O)n1	-3	0.5	-9	-6	-3	-3	2.3	1	-1.0	17
Cc1ccc(-c2cc(C(=O)N3CCN(c4ccccc4O)CC3)c3ccccc3n2)o1	-4	0.1	10	-8	-12	-2	-1.2	-6	2.2	-6
CSc1ccc(S(=O)(=O)Nc2ccc(S(=O)(=O)Nc3ccc(C)cc3)cc2)cc1	-1	0.5	-5	-11	-2	-9	-0.2	-10	5.2	12
O=C(CNS(=O)(=O)c1ccc(Br)s1)N1CCN(C(=O)c2ccco2)CC1	-10	0.2	-2	4	1	-4	-1.3	3	-1.8	0
Cn1c(SCc2ccccn2)nnc1-c1ccccc1	-5	-0.7	0	2	-2	1	0.2	1	-1.4	-1
